FBW7 activator: FBW7 E3 ligase activators, primary screen, biochemical, AlphaScreen, human. F-box/WD repeat-containing protein 7 (Homo sapiens), Q969H0. AlphaScreen FBW7–phospho-cyclin E peptide binding, activator screen. normalized activity (activation), % at 26.1 µM. 0.13% of 650,000 active. AID 1259310, 2017; in the data active means normalized activity above about 1.9%;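 further: purified mutant Fbw7 with reduced substrate affinity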
MITF primary: MITF inhibitors, primary screen, biochemical, AlphaScreen, human | Microphthalmia-associated transcription factor (Homo sapiens), O75030 | AlphaScreen MITF homodimerization, bead proximity signal | inhibition, % at 2.6 µM | 0.91% of 650,000 active; in the data active means inhibition above about 50%;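 further: 0% = vehicle wells with protein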
Target sequence (O75030 whole entry, looked up): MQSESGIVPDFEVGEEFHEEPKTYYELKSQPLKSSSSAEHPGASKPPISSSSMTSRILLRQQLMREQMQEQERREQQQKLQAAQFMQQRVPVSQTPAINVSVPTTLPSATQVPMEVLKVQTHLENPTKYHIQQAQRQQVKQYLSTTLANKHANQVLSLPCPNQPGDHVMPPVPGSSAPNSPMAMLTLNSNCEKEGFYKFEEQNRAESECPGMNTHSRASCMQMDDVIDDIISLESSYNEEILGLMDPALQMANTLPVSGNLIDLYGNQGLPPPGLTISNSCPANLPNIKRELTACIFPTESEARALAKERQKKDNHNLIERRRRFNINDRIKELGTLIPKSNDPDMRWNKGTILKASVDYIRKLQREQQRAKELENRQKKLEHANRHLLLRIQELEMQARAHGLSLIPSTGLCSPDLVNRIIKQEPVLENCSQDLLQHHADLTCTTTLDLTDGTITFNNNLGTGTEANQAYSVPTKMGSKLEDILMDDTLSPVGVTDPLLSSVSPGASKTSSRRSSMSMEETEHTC
TEAD-YAP block: TEAD-YAP interaction inhibition, primary screen, TEAD-YAP interaction inhibitor project, luminescence, HEK-TIYL cells; inhibition, % at 9.12 µM; 1.4% of 640,000 active; TEAD-Gal4/YAP UAS-luciferase luminescence; in the data active means inhibition above about 32%;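 further: 0% = median of test compound wells and 100% = reference inhibitor wells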
GPR151 ag: activators of human GPR151, primary screen, cell-based, PathHunter beta-arrestin, luminescence. G-protein coupled receptor 151 (Homo sapiens), Q8TDV0. PathHunter beta-arrestin GPR151 cells. activation, % at 11.2 µM. 1% of 650,000 active. AID 1508602, 2020; in the data active means activation above about 4.9%;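 further: 0% = median of compound wells and 100% = cells with positive control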
Target sequence (Q8TDV0 whole entry, looked up): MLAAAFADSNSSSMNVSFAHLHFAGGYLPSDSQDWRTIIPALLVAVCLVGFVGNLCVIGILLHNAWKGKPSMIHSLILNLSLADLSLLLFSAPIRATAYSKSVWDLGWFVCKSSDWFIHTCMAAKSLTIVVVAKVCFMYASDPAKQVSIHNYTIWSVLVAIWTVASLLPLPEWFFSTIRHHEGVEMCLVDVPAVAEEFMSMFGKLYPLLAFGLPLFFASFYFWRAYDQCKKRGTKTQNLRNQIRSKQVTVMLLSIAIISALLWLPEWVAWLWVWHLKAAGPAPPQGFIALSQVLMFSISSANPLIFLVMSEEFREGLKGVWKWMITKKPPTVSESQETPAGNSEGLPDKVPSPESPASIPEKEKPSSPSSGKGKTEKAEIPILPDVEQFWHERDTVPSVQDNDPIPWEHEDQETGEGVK
* hit, by the source's call.

SMILES | FBW7 activator | MITF primary | TEAD-YAP block | GPR151 ag
O=C(COc1coc(CN2CCN(c3ccc(F)cc3)CC2)cc1=O)Nc1ccccc1 | 0.0 | 7 | 5 | -1.3
CC(C)N1CCC(N2CCN(Cc3ccc(OC4CCCC4)cc3)CC2CCO)CC1 (configuration not stated) | -0.1 | -24 | 0 | 0.6
O=C1C2=C(C(c3ccccc3)=NCCN2)C(c2ccccc2)N1c1ccccc1 (configuration not stated) | -0.1 | -5 | -3 | -1.5
CCNC(=S)N1CCN(c2nc(C)nc3sc4c(c23)CCCC4)CC1 | 0.0 | 8 | 18 | 0.6
CN1CCN(Cc2c(C#N)c3ccccc3n2C)CC1 | -0.1 | -4 | -2 | 1.1
CCOC(=O)C1(Cc2cccc(OC)c2)CCCN(C(=O)c2ccncc2)C1 (configuration not stated) | 0.0 | 14 | -19 | -0.6
O=C(CC1Sc2ccc(C(F)(F)F)cc2NC1=O)Nc1ccc(SC(F)F)cc1 (configuration not stated) | 0.0 | 14 | 16 | -0.7
COc1ccc(C2C(C(C)=O)=C(O)C(=O)N2c2ccc(Br)cn2)cc1 (configuration not stated) | 0.1 | 9 | -20 | 1.2
O=C(Nc1ccccc1SCCC(F)(F)F)NC1CCCCC1 | -0.1 | -3 | -15 | -0.6
CCC(CN1CCOCC1)NC(=O)c1cccc(-n2ncc3cc(Nc4c(Cl)cccc4Cl)ccc32)c1 (configuration not stated) | -0.1 | -1 | 7 | -0.5
Cc1ccc(NC(=O)CSc2nc(N)c(NC(=O)c3ccco3)c(=O)[nH]2)cc1Cl | -0.1 | 5 | 11 | 0.8
COc1cc(C2NC(=O)NC(C)=C2C(=O)OC(C)C)cc(Cl)c1O (configuration not stated) | 0.1 | 3 | -3 | -1.8
COc1ccc(-c2noc(CNC(=O)c3ccc(C(C)(C)C)cc3)n2)cc1 | -0.1 | 12 | 1 | -0.5
CCOC(=O)N1CCN(CC2CC=CCC2)CC1 (configuration not stated) | -0.1 | 42 | 3 | -0.8
COc1ccc(C2C(C(=O)OCCOc3ccccc3)=C(C)NC3=C2C(=O)CC(c2cccs2)C3)cc1OC (configuration not stated) | -0.1 | -5 | 8 | 0.2
COc1ccccc1N1CCN(C2CCCN(C3CCOCC3)C2)CC1 (configuration not stated) | 0.3 | 17 | 4 | -1.8
Cc1ccccc1C(=O)Nc1sc2c(c1C(=O)N1CCN(Cc3ccccc3)CC1)CCC(C(C)(C)C)C2 (configuration not stated) | -0.4 | 0 | -11 | -2.0
COc1ccc(CCNS(=O)(=O)c2ccc(Cl)cc2)cc1 | 0.6 | 5 | 2 | -0.1
Cn1ncc2c(NCCc3ccc(Cl)cc3)ncnc21 | 0.0 | -9 | -46 | -1.2
CN=c1scc(-c2ccc(Cl)cc2)n1C | -0.2 | -11 | -12 | 0.3
Cc1ccc(N2C(=O)C3C(C2=O)C2(C)C=CC3(C)O2)cc1 (configuration not stated) | 0.0 | 12 | 6 | -1.1
NC(=O)c1ccccc1NC(=O)Nc1cccc(Cl)c1Cl | -0.1 | 2 | 2 | 0.2
COc1ccc(C2CCN(C(=O)C3CCCO3)CC2)cc1 (configuration not stated) | 0.3 | 1 | -7 | -1.1
CCOc1ccc(-n2cc(C(=O)NCCCN3CCOCC3)c3cc(OC)c(OC)cc3c2=O)cc1 | 0.0 | 3 | -7 | -0.5
COc1cccc(C(=O)Nc2nnc(SCC(=O)Nc3ccc(F)cc3)s2)c1 | 0.0 | 5 | -7 | -1.7

Whole records, looked up by structure. Order of screens: FBW7 activator	MITF primary	TEAD-YAP block	GPR151 ag
Listed for COc1ccc(C2C(C(C)=O)=C(O)C(=O)N2c2ccc(Br)cn2)cc1 (configuration not stated) : 0.1	9	-20	1.2
Listed for Cc1ccc(NC(=O)CSc2nc(N)c(NC(=O)c3ccco3)c(=O)[nH]2)cc1Cl : -0.1	5	11	0.8
Listed for CCOC(=O)N1CCN(CC2CC=CCC2)CC1 (configuration not stated) : -0.1	42	3	-0.8

Some of the entries above, reformatted:
> O=C(COc1coc(CN2CCN(c3ccc(F)cc3)CC2)cc1=O)Nc1ccccc1
- FBW7 activator: 0.0
- MITF primary: 7
- TEAD-YAP block: 5
- GPR151 ag: -1.3

> CC(C)N1CCC(N2CCN(Cc3ccc(OC4CCCC4)cc3)CC2CCO)CC1 (configuration not stated)
- FBW7 activator: -0.1
- MITF primary: -24
- TEAD-YAP block: 0
- GPR151 ag: 0.6

> O=C1C2=C(C(c3ccccc3)=NCCN2)C(c2ccccc2)N1c1ccccc1 (configuration not stated)
- FBW7 activator: -0.1
- MITF primary: -5
- TEAD-YAP block: -3
- GPR151 ag: -1.5

> CCNC(=S)N1CCN(c2nc(C)nc3sc4c(c23)CCCC4)CC1
- FBW7 activator: 0.0
- MITF primary: 8
- TEAD-YAP block: 18
- GPR151 ag: 0.6

Next part:
SMILES | FBW7 activator | MITF primary | TEAD-YAP block | GPR151 ag
NC(=O)c1cccc(-c2cnc3ccc(NCc4ccc(S(N)(=O)=O)cc4)nn23)c1 | -0.2 | -15 | -12 | -0.4
O=C(CSc1ncn[nH]1)n1c2c(c3ccccc31)CCCC2 | 0.0 | -5 | -16 | -1.5
CC1=NN(c2ccccc2)C(=O)C1N=Nc1cccc(O)c1 (configuration not stated) | -0.7 | 26 | 49* | -0.9
CCOc1cc(C2NC(=O)NC(C)=C2C(=O)OC2CCCC2)ccc1O (configuration not stated) | 0.2 | 12 | 0 | -0.5
Cc1ccc(C(=O)c2cc(Br)ccc2NS(=O)(=O)c2ccc(C)cc2)cc1 | 0.0 | 11 | 3 | -0.1
CC1(C)Cc2c(sc(NC(=O)c3cc(Cl)sc3Cl)c2C#N)C(C)(C)N1 | -0.1 | 9 | 1 | 2.1
COC(=O)c1c(C)nn(-c2ccc(F)cc2)c1-n1cccc1 | -0.1 | 2 | 2 | 2.9
CCCN=C1CCN(Cc2ccccc2)c2ccccc2N1 | 0.2 | -13 | 5 | 0.2
CN(CCC(=O)N1CCc2nnc(Cc3ccccc3)n2CC1)C1CCS(=O)(=O)C1 (configuration not stated) | -0.1 | 0 | -2 | 0.2
Cc1ccc2c(c1)C(c1ccccc1Br)CC(=O)N2 (configuration not stated) | 0.0 | 0 | -3 | 0.1
CCOC(=O)C1CCN(C(=O)c2csc(Nc3ccc(OC)cc3)n2)CC1 | 0.1 | -13 | -2 | -0.3
O=C(c1ccc(Br)cc1)C1Oc2ccccc2C2CC(c3ccccc3)=NN12 (configuration not stated) | 0.5 | 4 | 8 | -1.0
O=C(CCc1ccccc1)Nc1cc(F)cc(F)c1 | 0.0 | 13 | -7 | -0.6
COC(=O)c1cc(NS(=O)(=O)c2ccc(Br)cc2)ccc1Cl | 0.1 | 14 | 4 | 1.0
Cn1c(C(=O)NNC(=O)NC23CC4CC(CC(C4)C2)C3)cc2occc21 | -0.2 | 5 | 6 | 0.4
CC(=O)Nc1ccccc1NC(=O)CN(C)S(=O)(=O)c1ccccc1 | 0.0 | -4 | 3 | -1.0
CC(=O)N(c1ccc(Cl)cc1)c1nc(C)cc(C)n1 | 0.3 | 15 | 9 | 0.3
O=C(c1ccccc1Cl)N1CCN(c2ccc([N+](=O)[O-])cc2S(=O)(=O)N2CCOCC2)CC1 | -0.1 | -19 | 3 | -0.5
Cc1ccccc1-n1nc2c(c1NC(=O)c1ccc(OC(C)C)cc1)CS(=O)C2 (configuration not stated) | -0.1 | -8 | 6 | 0.1
CCC(C)NS(=O)(=O)c1ccccc1C(F)(F)F (configuration not stated) | 0.1 | 8 | -5 | -1.2
Cc1ccc(C(=O)NC(C)c2nnc(SCC(=O)Nc3ccccc3F)n2C)cc1 (configuration not stated) | 0.1 | 8 | 1 | 1.8
N#CC1=C(SCC(=O)Nc2ccccc2)N=C(N)/C(=C2/NC(c3ccccc3)=CS2)C12CCCCC2 | -0.1 | -6 | 1 | -0.5
O=C(CSc1n[nH]c(COc2ccc(Cl)cc2)n1)N1CCc2ccccc21 | 0.1 | -12 | -7 | 2.4
COc1cccc(-n2c(SCC(=O)N3CCc4ccccc43)nnc2-c2cccnc2)c1 | -0.1 | 0 | 2 | -0.2
c1ccc(C2=NN3C(C2)c2ccccc2OC3c2ccco2)cc1 (configuration not stated) | -0.1 | -3 | -52 | 1.3
Other compounds:
SMILES | FBW7 activator | MITF primary | TEAD-YAP block | GPR151 ag
CC(C)C(NS(C)(=O)=O)c1nnc2n1CCN(Cc1ccc(N(C)C)cc1)CC2 (configuration not stated) | 0.0 | 3 | -1 | 0.6
Fc1cncc(-c2ccnc(Nc3ccc(-n4cnc(N5CCOCC5)n4)cc3)n2)c1 | 0.6 | 7 | -12 | -1.2
Cc1cc(/C=C2\NC(=S)NC2=O)c(C)n1-c1ccc(I)cc1 | 0.3 | 6 | -10 | 1.0
COc1ccc(OC)c(NS(=O)(=O)c2ccc(-n3cccn3)cc2)c1 | 0.4 | 8 | -2 | -0.6
O=C(c1ccccc1Cl)c1coc2ccccc2c1=O | -0.1 | -3 | 9 | 3.1
CCOc1cccc(CN2CCC(CO)(Cc3ccccc3)CC2)c1O | 0.0 | -16 | 2 | -0.8
CC(C)=CCN1CCc2nnc(CNC(=O)Cc3ccccc3)n2CC1 | 0.0 | -12 | 11 | -0.9
Cc1nc2c(-c3ccccc3)c(C)nn2c(C)c1CCC(=O)N1CCOCC1 | -0.1 | 1 | -11 | 0.3
O=[N+]([O-])c1ccc(N/N=C/c2ccco2)c(S(=O)(=O)N2CCOCC2)c1 | 0.2 | 63* | -5 | 0.1
COc1ccc(CN(C(=O)c2ccc(Br)cc2)C2CCS(=O)(=O)C2)cc1 (configuration not stated) | 0.0 | -4 | -10 | -0.7
CCOC(=O)c1ccc(N2C(=O)c3cccc4cccc(c34)C2=O)cc1 | -0.1 | 11 | 9 | 3.4
O=S(=O)(NC1CCCCCC1)c1cccc2nsnc12 | -0.2 | 13 | -12 | 0.1
CSc1nnc(C)c(=O)n1COC(=O)c1ccc(C)c(C)c1 | 1.4 | 19 | 1 | -1.0
COc1cc(C2NC(C(=O)O)CS2)cc(Br)c1OC (configuration not stated) | 0.0 | 6 | 5 | -0.4
Nc1ccc2nn(-c3ccc(F)cc3)nc2c1 | 0.1 | 14 | -34 | -4.0
O=C(CCCNc1ccccc1)N/N=C/c1cccc(Br)c1 | 0.0 | -13 | -1 | -0.6
CC(=O)c1cccc(NC(=S)NC(=O)c2cccc(C)c2)c1 | 0.1 | 10 | -29 | -1.1
COc1cc2c(cc1OC)CN(Cc1ccc(C)s1)CC2 | 0.3 | 42 | 4 | -1.3
COc1ccccc1/C=C1\C(=O)N(c2ccc(C)cc2)C2=C1C(c1ccccc1)N(c1ccc(C)cc1)C2=O (configuration not stated) | -0.2 | 13 | 0 | 1.1
CN1C(=O)NC(NC(=O)c2ccccc2Cl)(C(F)(F)F)C1=O (configuration not stated) | 0.0 | 11 | 3 | 1.0
O=C(CSc1nnc(-c2cccnc2)n1Cc1ccccc1)N1CCc2ccccc21 | 0.0 | -1 | -2 | 0.3
C/C(Cn1nnc([N+](=O)[O-])n1)=N\NC(=O)c1cccc(Cl)c1 | -0.1 | 5 | -76 | -0.4
CC(C)OCCCN1C(=O)CCC1CCNCc1ccccc1F (configuration not stated) | 0.1 | 13 | 6 | -0.5
Cc1ccc2c(c1)CN(CC(=O)N1CCCCC1CO)CC(c1ccsc1)O2 (configuration not stated) | 0.0 | 1 | -7 | 0.2
CCCOCC1CC2(CC(C)(c3csc(Nc4ccccc4OC)n3)OC2=O)C(=O)O1 (configuration not stated) | -0.1 | -6 | -17 | -0.7
N#C/C(=C\c1ccc(-c2nc3ccccc3s2)o1)C(N)=O | 0.0 | 9 | -40 | -1.7
COc1ccc(O)c(/C=N/NC(=O)CCC(=O)Nc2ccc(Br)cc2)c1 | -0.2 | 6 | 19 | 2.1

3 compounds from above, sorted by heavy-atom count, highest first.
SMILES | FBW7 activator | MITF primary | TEAD-YAP block | GPR151 ag
CC(C)=CCN1CCc2nnc(CNC(=O)Cc3ccccc3)n2CC1 | 0.0 | -12 | 11 | -0.9
CN1C(=O)NC(NC(=O)c2ccccc2Cl)(C(F)(F)F)C1=O (configuration not stated) | 0.0 | 11 | 3 | 1.0
COc1cc2c(cc1OC)CN(Cc1ccc(C)s1)CC2 | 0.3 | 42 | 4 | -1.3

Individual results from the results shown.
CN1C(=O)NC(NC(=O)c2ccccc2Cl)(C(F)(F)F)C1=O (configuration not stated) in MITF primary is listed with 11
Cc1ccc2c(c1)C(c1ccccc1Br)CC(=O)N2 (configuration not stated) in MITF primary is listed with 0
C/C(Cn1nnc([N+](=O)[O-])n1)=N\NC(=O)c1cccc(Cl)c1 in GPR151 ag is listed with -0.4
COC(=O)c1cc(NS(=O)(=O)c2ccc(Br)cc2)ccc1Cl in GPR151 ag is listed with 1.0

Source: PubChem BioAssay
